GASC-1 inh: inhibitors of GASC-1 histone demethylase, primary screen, biochemical, fluorescence, DELFIA europium | Lysine-specific demethylase 4C (Homo sapiens), Q9H3R0 | GST-JMJD2C(1-420) H3K9me3 demethylation | inhibition, % at 2.35 µM | 0.069% of 330,000 active | AID 2099, 2009;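 active = more than half of a compound's replicate wells show inhibition beyond 50%, single wells judged on their own value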;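 note: signal counts dimethyl H3K9 product captured on neutravidin plate; 0% = median of DMSO wells and 100% = 0.3 times that DMSO median; strong numbers were not always called active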
Target sequence (Q9H3R0 1-420 limits assumed): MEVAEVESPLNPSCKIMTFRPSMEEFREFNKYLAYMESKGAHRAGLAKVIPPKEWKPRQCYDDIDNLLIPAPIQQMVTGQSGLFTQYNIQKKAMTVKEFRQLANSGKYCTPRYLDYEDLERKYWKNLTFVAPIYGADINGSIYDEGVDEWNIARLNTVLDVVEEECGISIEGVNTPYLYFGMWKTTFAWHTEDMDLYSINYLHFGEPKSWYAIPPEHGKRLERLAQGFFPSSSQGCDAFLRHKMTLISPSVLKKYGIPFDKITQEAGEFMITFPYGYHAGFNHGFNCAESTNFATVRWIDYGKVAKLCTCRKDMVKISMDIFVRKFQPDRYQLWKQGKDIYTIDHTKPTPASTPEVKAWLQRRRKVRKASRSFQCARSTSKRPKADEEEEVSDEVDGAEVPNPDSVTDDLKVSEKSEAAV
CTSL1 counter: Fasciola hepatica cathepsin L1 inhibitors, primary screen, counter-screen for PFM18AAP inhibitor project, biochemical, QFRET, fluorogenic peptide substrate; 0.49% of 300,000 active; inhibition, % at 5.96 µM; AID 1906, 2009; recombinant F. hepatica cathepsin L1, Z-Leu-Arg-MCA fluorescence;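 active = inhibition above the mean of all tested compounds plus 3 SD, set per screening campaign, cut at about 17% in these data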;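 note: 0% = plate median of test compound wells and 100% = 1 µM Z-Phe-Ala-diazomethylketone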
procasp7 counter: procaspase-7 activators, primary screen, counter-screen for procaspase-3 activator project, biochemical, absorbance, HTS, human; Caspase-7 (Homo sapiens), P55210; recombinant procaspase-7, Ac-DEVD-pNA absorbance 405 nm; D23A/D198A/D206A triple mutant, cannot self-cleave; scale: DMSO 0, 5 µM enzyme 100; activation, % at 8.5 µM; 0.093% of 330,000 active;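 active = percent activation above the screen-wide mean plus 3 SD, cut at about 25% in these data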
Target sequence (P55210 whole entry D23A/D198A/D206A): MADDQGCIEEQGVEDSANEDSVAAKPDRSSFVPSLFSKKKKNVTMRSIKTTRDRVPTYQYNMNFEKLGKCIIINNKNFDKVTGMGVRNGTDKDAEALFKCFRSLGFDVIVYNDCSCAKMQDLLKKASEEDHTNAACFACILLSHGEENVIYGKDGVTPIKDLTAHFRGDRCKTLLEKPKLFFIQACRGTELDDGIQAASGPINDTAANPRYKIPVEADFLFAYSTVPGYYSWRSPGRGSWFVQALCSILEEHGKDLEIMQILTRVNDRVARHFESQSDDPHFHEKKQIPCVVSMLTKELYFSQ
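Assay system: Uncleavable procaspase-7 mutant enzyme / Input: 2 µM procaspase-7 mutant as dispensed / Dosing: single nominal 8.5 µM compound dose, 0.8% DMSO final / Timing: 1 h enzyme–compound preincubation and 2 h substrate reaction, both 25 °C / Detection: p-Nitroaniline absorbance at 405 nm, read at 0 and 120 min / Replication: singlicate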
HCV core dimer: inhibitors of HCV core protein dimerization, primary screen, biochemical, TR-FRET, high-throughput | TR-FRET GST/Flag-core106 dimerization, 1536-well | inhibition, % at 5 µM | 0.33% of 300,000 active | AID 1899, 2009;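 active = inhibition above the mean of all tested compounds plus 3 SD, set per screening campaign, cut at about 45% in these data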
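System: GST/Flag-tagged HCV core106 proteins. Incubation: compound-protein-antibody incubation 4 h at 22.5 °C. Technique: HTRF with 340 nm excitation, 617/671 nm emission. Medium: KF-containing HEPES buffer, pH 7.45, DTT, CHAPS, BSA. Read-out: inhibition (%) from 671 over 617 nm ratio. Also added: Eu(K)-anti-GST 90 ng/mL plus XL665-anti-Flag 1 µg/mL.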
PP5 primary: PP5 phosphatase inhibitors, primary screen, biochemical, fluorescence; purified PP5c, OMFP substrate fluorescence; inhibition, % at 6.7 µM; 0.18% of 320,000 active; AID 1987, 2009;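 active = inhibition above the campaign's mean inhibition across all tested compounds plus 3 SD, cut at about 9.5% in these data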;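 note: 0% = DMSO only and 100% = 100 µM cantharidin control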
procasp3 activ: activators of human procaspase-3 D3A mutant, primary screen, biochemical, absorbance, PC-3 D3A mutant, single concentration. 0.11% of 330,000 active. recombinant procaspase-3 D3A, Ac-DEVD-pNA absorbance 405 nm. Caspase-3 (Homo sapiens), P42574. activation, % at 8.5 µM;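 active = activation above the mean of all tested compounds plus 3 SD, cut at about 21% in these data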;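 note: 0% = DMSO alone and 100% = DMSO wells spiked with extra 5 µM PC-3 D3A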
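Assay system: Procaspase-3 D3A mutant, all three cleavage aspartates alanine. Buffer or medium: Zinc-free HEPES saline buffer with Triton X-100. Times: 1 h compound preincubation, 2 h substrate hydrolysis at 25 °C. Measured by: 405 nm absorbance of p-nitroaniline, reads at 0 and 120 min. Read-out basis: percent activation relative to control range. Replicates: singlicate.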
TPT1 inh: Candida albicans TPT1 enzyme inhibitors, primary screen, biochemical, fluorescence polarization. recombinant caTPT1, FP RNA substrate dephosphorylation. inhibition, % at 5 µM. 0.81% of 300,000 active. AID 1962, 2009;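 active = inhibition above the mean of all tested compounds plus 3 SD, set per screening campaign, cut at about 24% in these data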;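 note: plate controls were DMSO alone for no effect and ferristatin control at 100 nM for full effect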
PP1 counter: PP1-alpha phosphatase inhibitors, primary screen, counter-screen for PP5 inhibitor project, biochemical, fluorescence, OMFP substrate, single point | purified PP1alpha | Serine/threonine-protein phosphatase PP1-alpha catalytic subunit (Homo sapiens), P62136 | inhibition, % at 6.7 µM | 0.9% of 320,000 active;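 active = inhibition above the mean inhibition of all tested compounds plus 3 SD, computed separately for each screening campaign, cut at about 15% in these data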
Target sequence (P62136 whole entry, looked up): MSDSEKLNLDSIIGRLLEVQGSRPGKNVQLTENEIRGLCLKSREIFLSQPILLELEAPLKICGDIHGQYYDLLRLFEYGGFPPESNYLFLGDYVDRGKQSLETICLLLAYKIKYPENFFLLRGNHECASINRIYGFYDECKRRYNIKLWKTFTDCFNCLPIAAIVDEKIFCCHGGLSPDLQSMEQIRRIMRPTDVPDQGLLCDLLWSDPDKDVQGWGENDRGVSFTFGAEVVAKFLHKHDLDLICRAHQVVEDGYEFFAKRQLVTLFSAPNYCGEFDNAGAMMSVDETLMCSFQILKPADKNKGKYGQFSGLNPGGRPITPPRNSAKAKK
Efflux pump inh: inhibitors of Candida efflux pumps in yeast, primary screen, S. cerevisiae, Nile Red, multiplex. inhibition, % at 10 µM. AID 485275, 2010. 0.44% of 330,000 active. S. cerevisiae Candida pump triplex;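 active = plate passing quality check with inhibition over a set limit, or well fluorescence over plate mean plus 4 SD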;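 note: Nile Red retained in pooled yeast measured as flow cytometry median fluorescence; 0% = buffer negative control and 100% = Enniatin B positive control; higher means more Nile Red kept so more efflux inhibition; some compounds called inactive have numbers as strong as hits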
Starred values were filed as active, the others as inactive; · = no result given.

Start of the data: the first two compounds, ahead of the listing:
SMILES	GASC-1 inh	CTSL1 counter	procasp7 counter	HCV core dimer	PP5 primary	procasp3 activ	TPT1 inh	PP1 counter	Efflux pump inh
NC(=O)c1cc(C(=O)c2ccc(Cl)cc2Cl)c[nH]1	11	12	-4	-2	0.4	-9	-2	-2	-0.1
Cc1cc(=O)oc(C)c1C(=O)NCc1ccc(F)cc1	3	0	-3	-7	-2.5	6	-1	-2	0.1

The listing, from the first entry:
SMILES	GASC-1 inh	CTSL1 counter	procasp7 counter	HCV core dimer	PP5 primary	procasp3 activ	TPT1 inh	PP1 counter	Efflux pump inh
NC(=O)c1cc(C(=O)c2ccc(Cl)cc2Cl)c[nH]1	11	12	-4	-2	0.4	-9	-2	-2	-0.1
Cc1cc(=O)oc(C)c1C(=O)NCc1ccc(F)cc1	3	0	-3	-7	-2.5	6	-1	-2	0.1
Cc1ccc(NC(=O)c2ccc(Cl)c(N3C(=O)CCC3=O)c2)cc1	-2	-2	2	-9	0.4	0	1	1	0.0
COc1ccccc1N1CCN(C(c2cccs2)C(C)NS(=O)(=O)c2ccccc2)CC1 (stereo unspecified)	-3	3	4	8	3.1	3	-1	5	0.3
Oc1ccc(C(c2nnnn2CCc2ccccc2)N2CCN(c3nc4ccccc4s3)CC2)cc1 (stereo unspecified)	-5	6	8	14	1.5	2	-1	3	-0.1
CC1CCc2c(sc3nc(CN4CCOCC4)nc(N4CCc5ccccc5C4)c23)C1 (stereo unspecified)	0	6	-13	27	4.2	-5	-1	21*	20*
CCSc1cc(Cl)nc(N)n1	3	1	5	1	0.6	-5	0	0	-0.1
Cc1cccc(CNCc2ccccc2)c1	-2	0	6	-5	-0.4	7	-1	-1	1.3
CC(C)(C)n1nc2c(c1NC(=O)COc1ccc(F)cc1)CS(=O)(=O)C2	-6	-2	3	-1	0.9	6	-4	-5	0.0
Cc1ccccc1S(=O)(=O)Cc1ccc(C(=O)NCCCN(C)Cc2ccccc2)o1	3	-5	9	-5	0.2	4	3	-2	-0.1
CCOc1ccc(NC(=O)CSc2nc3nc(C)cc(C)n3n2)cc1	8	4	-12	-18	3.1	-6	0	-11	-0.1
COc1ccc(CC(=O)NCC2(N3CCCCC3)CCCCC2)cc1	8	29*	6	-2	0.2	2	0	-1	0.1
CCc1sc(C(=O)N2CCc3ccccc32)cc1C	13	-3	3	6	-1.7	2	-2	0	-0.1
O=C1OC(Cc2ccccn2)C(O)=C1C1=NCCCCN1 (stereo unspecified)	-9	4	3	-6	1.4	0	-3	-1	-1.0
COc1ccc(CNC(=O)Cc2ccc(NC(=O)C3=C(C)OCCS3)cc2)cc1	-3	-2	7	35	1.5	4	2	2	0.0
N#C/C(=C(/O)CN1C(=O)c2ccccc2C1=O)c1nc2ccccc2[nH]1	-17	6	3	-3	-0.7	-4	-1	-4	-0.1
Cc1nccn1CCc1nc(N)nc(N)n1	4	2	-2	5	2.2	3	5	2	0.2
COc1ccc(NC(=O)Cn2nnc(C(=O)NCc3ccc(C)cc3)c2N)cc1Cl	-6	-2	2	13	-1.5	1	2	15	0.1
COc1ccc2c(=O)c3ccccc3oc2c1	·	0	-7	-5	1.3	0	-4	-5	-0.1
CC(=O)c1ccc2noc(-c3ccc(F)cc3)c2c1	-2	4	-7	-5	4.0	-3	-66	1	0.0
O=C(COC(=O)c1c2c(nc3ccccc13)CCCC2)Nc1ccc2c(c1)OCO2	10	1	5	40	4.3	-4	4	2	0.1
CN(Cc1ccc(F)cc1)S(=O)(=O)c1nnc(NC(=O)c2ccccc2)s1	-12	3	5	18	-1.4	3	2	2	0.1
COc1ccc(NC(=S)N2CCN(c3ncccn3)CC2)c(OC)c1	1	-1	-15	-7	0.8	2	-7	-3	0.0
O=C(Nc1ccc(N2CCOCC2)cc1)c1ccncc1	-6	-2	8	-1	-2.7	3	-2	-6	-0.2
COc1ccc(C(=O)Nc2scc(-c3ccc(Cl)cc3Cl)c2C(N)=O)cc1	7	2	8	26	1.2	-2	1	9	0.1

Whole records, looked up by structure. Order of values: GASC-1 inh | CTSL1 counter | procasp7 counter | HCV core dimer | PP5 primary | procasp3 activ | TPT1 inh | PP1 counter | Efflux pump inh
COc1ccc(CNC(=O)Cc2ccc(NC(=O)C3=C(C)OCCS3)cc2)cc1 across the screens: -3 | -2 | 7 | 35 | 1.5 | 4 | 2 | 2 | 0.0
CCSc1cc(Cl)nc(N)n1 across the screens: 3 | 1 | 5 | 1 | 0.6 | -5 | 0 | 0 | -0.1

As a short view, part of the list above.
SMILES	GASC-1 inh	CTSL1 counter	procasp7 counter	HCV core dimer	PP5 primary	procasp3 activ	TPT1 inh	PP1 counter	Efflux pump inh
NC(=O)c1cc(C(=O)c2ccc(Cl)cc2Cl)c[nH]1	11	12	-4	-2	0.4	-9	-2	-2	-0.1
Cc1cc(=O)oc(C)c1C(=O)NCc1ccc(F)cc1	3	0	-3	-7	-2.5	6	-1	-2	0.1
Cc1ccc(NC(=O)c2ccc(Cl)c(N3C(=O)CCC3=O)c2)cc1	-2	-2	2	-9	0.4	0	1	1	0.0
COc1ccccc1N1CCN(C(c2cccs2)C(C)NS(=O)(=O)c2ccccc2)CC1 (stereo unspecified)	-3	3	4	8	3.1	3	-1	5	0.3
Oc1ccc(C(c2nnnn2CCc2ccccc2)N2CCN(c3nc4ccccc4s3)CC2)cc1 (stereo unspecified)	-5	6	8	14	1.5	2	-1	3	-0.1

The listing continues.
SMILES	GASC-1 inh	CTSL1 counter	procasp7 counter	HCV core dimer	PP5 primary	procasp3 activ	TPT1 inh	PP1 counter	Efflux pump inh
O=C(O)CCc1ccc(S(=O)(=O)Nc2ccc(OCc3ccccc3)cc2)cc1	-7	-4	-5	23	0.2	-4	-1	4	0.1
O=C(COC(=O)/C=C/c1ccc(F)cc1)NC1CC1	-6	·	-5	·	·	3	·	·	0.2
O=C(c1cc2ccccc2oc1=O)N1CCOCC1	-5	-2	5	4	-2.8	6	2	-6	0.1
CCc1c(C)nc(N)n2c(SCC(=O)N3CCCC(C)C3)nnc12 (stereo unspecified)	6	0	10	-2	0.8	6	-3	-2	-0.2
Nc1nnc(N)c2ccccc12	11	-3	6	0	-0.9	12	-4	-4	0.1
O=C(O)CSc1ccc2nnc(-c3cccnc3)n2n1	5	-2	0	1	2.2	2	-9	-2	0.1
O=C(NCCN1CCCCC1)Nc1ccc([N+](=O)[O-])cc1	7	7	-5	7	-2.0	3	1	-5	-0.1
Cc1csc(NC(=O)C2CCCCC2)n1	-1	2	8	4	-1.1	1	-2	-2	0.0
CCn1c2c(c3ccc(OC)cc31)CCCC2=O	5	3	13	3	-0.6	6	5	-2	0.1
O=C(NCc1ccc(F)cc1)C1CC(=O)N(C2CCCCC2)C1 (stereo unspecified)	-4	0	5	-6	-0.3	3	0	-2	-0.1
C/C=C\C=C/C(=O)Nc1cccc(C2=NOC3(C2)C[C@@H](C(N)=O)N(C(=O)/C=C/C=C\C)C3)c1 (stereo partly specified)	8	5	-2	39	4.0	4	5	31*	0.2
COC(=O)c1c(NC(=O)COc2ncnc3ccccc23)sc(C)c1C	1	0	7	1	4.4	5	0	1	-0.5
Cc1ccc(OCc2nc3ccccc3n2C)cc1	3	-6	5	8	-2.9	1	-2	-1	0.0
O=C(CN(Cc1cccs1)C(=O)CNS(=O)(=O)c1ccc(F)cc1)NCC1CCCO1 (stereo unspecified)	4	3	7	-2	2.0	5	-4	-6	0.1
COc1ccc(Nc2cccccc2=O)cc1	-4	4	2	-4	1.9	-2	-8	-2	0.0
CCN(CC)S(=O)(=O)c1ccc(Cl)c(C(=O)OC2CC(C)OC2=O)c1 (stereo unspecified)	6	-2	-2	9	0.7	13	1	-1	0.1
CC(=O)c1ccc(NC(=O)C(C)n2nc(-c3ccccc3)c3cc(Cl)ccc32)cc1 (stereo unspecified)	-12	0	2	6	4.8	5	-2	-1	0.0
CN(C)/C=N/c1sccc1C(N)=O	42	11	-9	-14	-4.3	-9	-6	-6	0.0
Cc1ccc(C(=O)NC2CCCCCCC2)c(Cl)c1	-6	-1	-9	5	0.6	0	1	4	0.1
CCOC(=O)N1CCN(C(=O)Cc2ccc(C)cc2)CC1	-4	3	0	-10	1.4	6	-2	-2	0.0
Cc1cccc(N2CCN(S(=O)(=O)c3ccc4c(c3)NC(=O)C(C)S4)CC2)c1C (stereo unspecified)	2	2	-17	7	2.7	11	-4	4	-0.1
Cc1ccc(S(=O)(=O)N2CCOCC2)cc1C(=O)OCC(=O)c1ccc[nH]1	14	·	3	·	0.9	4	·	-1	-0.2
COCCNC(=O)C(OC(=O)CC1Sc2ccccc2NC1=O)c1ccccc1 (stereo unspecified)	-7	-104	-7	-1	-0.2	-2	-2	0	-0.1
Cc1ccc(C(=O)Nc2ccc(Cc3ccncc3)cc2)cc1[N+](=O)[O-]	0	-2	-3	-3	7.3	-1	0	-1	0.1
CC(C)C[C@@H](CO)N1CCN(CC(C)C)CCC1=O	-2	-4	6	2	1.6	8	-4	-2	-0.1
Carrying on:
SMILES	GASC-1 inh	CTSL1 counter	procasp7 counter	HCV core dimer	PP5 primary	procasp3 activ	TPT1 inh	PP1 counter	Efflux pump inh
C=CCOn1c(=O)c(-c2cccs2)[n+]([O-])c2ccccc21	1	2	-2	-1	0.2	-2	6	-1	0.1
O=C(C1=C[C@H](c2ccc3c(c2)OCO3)C[C@H](OCc2ccc(CO)cc2)O1)N1CCOCC1	-2	-5	2	-19	1.5	5	-1	-2	0.0
CC1(C)Cc2c(cnn2-c2ccc(F)cc2)C(NC(=O)c2cnccn2)C1 (stereo unspecified)	-15	-1	2	4	-0.6	7	1	2	6.2*
CCOC(=O)Cn1c(=O)oc2cc(S(=O)(=O)NCCCc3ccccc3)ccc21	25	7	8	-2	-1.1	-4	1	-3	0.2
Cc1ccnc(NC2OC(=O)c3ccccc32)c1 (stereo unspecified)	9	1	3	-5	0.2	-2	-8	-2	0.0
COC(=O)C1=C(C)NC(C)=C(C(=O)OC)C1C(=O)OCc1nnc(-c2ccccc2)o1	8	-1	1	4	-1.1	-1	0	-4	0.1
COc1ccccc1CN1CC(C(=O)NCc2cc(C)on2)CCC1=O (stereo unspecified)	28	1	-1	-1	1.5	-5	-2	-1	-0.1

Screening data as filed in PubChem BioAssay.
